CAL PDZ FP-1 = CAL PDZ peptide-binding inhibitors, primary screen, biochemical, fluorescence polarization, Cer-tagged CAL PDZ, HTS. Golgi-associated PDZ and coiled-coil motif-containing protein (Homo sapiens), Q9HD26. purified CAL PDZ, TMR-peptide fluorescence polarization, 1 h. inhibition, % at 20 µM. 0.02% of 330,000 active. AID 504414, 2011;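 active means highest replicate inhibition of at least 40%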;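 further: plate controls were DMSO neutral control wells for no effect and unlabeled competitor peptide control wells for full effect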
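System: purified tagged CAL PDZ domain construct (CerCALP). Schedule: 1 h incubation at room temperature before polarization reading. Medium: 25 mM sodium phosphate pH 7.4, 150 mM NaCl, TCEP, IgG, Thesit. Read-out: percent inhibition from loss of millipolarization. Measured by: FP readout, S and P plane fluorescence. Probe or stimulus: fluorescent TMR peptide probe.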
Rtt109 HAT inh = inhibitors of C. albicans Rtt109/Vps75 HAT, primary screen, biochemical, ThioGlo CoA-SH fluorescence, plate reader; AID 540336, 2011; inhibition, % at 34.9 µM; 0.16% of 330,000 active; Histone acetyltransferase RTT109 (Candida albicans (strain SC5314 / ATCC MYA-2876)), …; purified Rtt109/Vps75, 4 h;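 active means inhibition of at least 50% in every replicate; inconclusive means best replicate reaches 50% inhibition but some replicates fall short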
Target sequence (Q5AAJ8 whole entry, looked up): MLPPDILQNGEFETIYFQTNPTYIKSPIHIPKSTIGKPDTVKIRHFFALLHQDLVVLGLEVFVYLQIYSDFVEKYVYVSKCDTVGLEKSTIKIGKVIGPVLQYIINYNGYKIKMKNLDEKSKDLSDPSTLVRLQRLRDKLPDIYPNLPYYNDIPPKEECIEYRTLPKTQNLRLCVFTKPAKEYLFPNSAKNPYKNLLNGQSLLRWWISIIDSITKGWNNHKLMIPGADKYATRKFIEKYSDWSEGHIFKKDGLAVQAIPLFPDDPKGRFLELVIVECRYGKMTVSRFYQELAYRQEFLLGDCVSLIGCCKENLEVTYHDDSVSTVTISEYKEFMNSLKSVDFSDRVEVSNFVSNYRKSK
MITF TRPM1 HTS = activators of MITF-driven TRPM1 promoter reporter, primary screen, cell-based, SK-MEL-5, luciferase, single point. SK-MEL-5 TRPM1-promoter luciferase, 24 h; % of positive control, neutral wells = 0. activation, % at 12.5 µM. 0.75% of 300,000 active. AID 588334, 2011;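 active means mean activation of at least 80% with every replicate also reaching 80%; inconclusive means mean reaches 80% but some replicate falls short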;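 further: 0% = neutral control wells and 100% = parthenolide positive control wells; values of inactives mirror those of a sister screen read the other way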
cardiac RTF act = cardiac RTF calcium sensitivity activators, primary screen, biochemical, IANBD-TnC fluorescence, EC20 calcium. Troponin I, cardiac muscle (Homo sapiens) + Troponin T, cardiac muscle (Homo sapiens) + …. IANBD-labeled TnC RTF fluorescence at EC20 calcium; 0% EC20 calcium, 100% full calcium. activation, % at 7.2 µM. 0.24% of 340,000 active;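 active means activation above the mean over all tested compounds plus 3 SD, cut at about 30% in these data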;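 further: rise in fluorescence read as greater calcium sensitivity of cardiac thin filaments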
Tat export inh = E. coli Tat export inhibitors, primary screen, MC4100, TorA-mCherry reporter, fluorescence, single point | inhibition, % at 10 µM | 0.036% of 340,000 active;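 active means mean replicate inhibition at least 50% and at least half of replicates individually reaching 50%; inconclusive means only one of the two criteria met; inactive means neither criterion met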;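 further: exported cargo escapes ClpAP degradation while cytoplasmic cargo is degraded and loses fluorescence; 0% = median of neutral control wells and 100% = median of NaSCN control wells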
V-ATPase pH = regulators of yeast V-ATPase proton pumping, primary screen, pHLuorin cytosolic pH fluorescence; S. cerevisiae; 0.37% of 350,000 active; response, % at 10 µM; in the data active means response mostly above about 7.3%, no sharp cut-off; inactive means mostly below about 5.4%; further: actives read high; inactives centre near 0; some compounds called inactive have numbers as strong as hits; reference of the scale not given here
CAL PDZ FP-2 = untagged CAL PDZ binding inhibitors, primary screen, biochemical, fluorescence polarization, HTS; 0.92% of 300,000 active; purified CAL PDZ, TMR-peptide fluorescence polarization, 1 h; AID 602252, 2012; Golgi-associated PDZ and coiled-coil motif-containing protein (Homo sapiens), Q9HD26; inhibition, % at 24.9 µM;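 active means mean inhibition of at least 30% with at least half of replicates also reaching 30%; inconclusive means no clear call, values can overlap the other calls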;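 further: 0% = DMSO neutral control and 100% = excess unlabeled competitor peptide PRC23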
dFosB act = activators of delta FosB homodimer, primary screen, biochemical, fluorescence polarization, TAMRA-CDK5 oligo, single point; purified delta FosB; percent of positive-control signal above neutral wells; activation, % at 25 µM; 0.99% of 340,000 active; AID 493131, 2011;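 active means mean activation above about 17%, with every replicate also reaching it, limit read from the data, passing the limit was not always enough; inconclusive means only one of the two conditions met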;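 further: fluorescence polarization rise as delta FosB binds a TAMRA Cdk5 AP-1 oligo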
CDK5 p35 inh = inhibitors of human CDK5/p35 kinase, primary screen, biochemical, single concentration. Cyclin-dependent kinase 5 (Homo sapiens) + Cyclin-dependent kinase 5 activator 1 (Homo …. Recombinant CDK5/p35, ADP-Glo luminescence, 60 min. inhibition, % at 10 µM. 0.01% of 330,000 active;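 active means highest replicate inhibition of at least 50% and at least 75% of replicates reaching 50%; inconclusive means only one of the two criteria met; inactive means both criteria failed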;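 further: plate controls were DMSO neutral control for no effect and GW8510 at 10 µM for full effect; many of its hits are not listed in these tables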
Target sequence (Q00535 whole entry, looked up): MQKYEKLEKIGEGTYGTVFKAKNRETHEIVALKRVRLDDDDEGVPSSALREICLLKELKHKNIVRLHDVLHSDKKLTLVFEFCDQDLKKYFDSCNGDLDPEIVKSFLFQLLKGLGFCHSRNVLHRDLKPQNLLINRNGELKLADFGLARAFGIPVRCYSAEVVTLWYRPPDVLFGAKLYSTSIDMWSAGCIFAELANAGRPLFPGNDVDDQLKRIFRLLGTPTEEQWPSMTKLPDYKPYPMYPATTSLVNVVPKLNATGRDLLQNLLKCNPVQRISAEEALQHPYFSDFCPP
Target sequence (Q15078 whole entry, looked up): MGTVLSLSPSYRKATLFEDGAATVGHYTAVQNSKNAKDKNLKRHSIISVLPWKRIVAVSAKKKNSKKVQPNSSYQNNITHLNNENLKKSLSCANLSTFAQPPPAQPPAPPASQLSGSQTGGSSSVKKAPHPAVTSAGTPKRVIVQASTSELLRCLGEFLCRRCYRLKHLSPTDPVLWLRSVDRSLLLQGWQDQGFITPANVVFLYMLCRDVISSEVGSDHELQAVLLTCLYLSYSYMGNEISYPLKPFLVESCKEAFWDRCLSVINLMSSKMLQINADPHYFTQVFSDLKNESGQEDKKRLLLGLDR
Wnt bcat act = Wnt/beta-catenin pathway activators, primary screen, cell-based, plate reader, single point | activation, % at 9.35 µM | 1.2% of 300,000 active | Wnt/beta-catenin reporter cell assay, activator; in the data active means activation above about 30%, passing the limit was not always enough; inconclusive means no clear call, values can overlap the other calls;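 further: 0% = neutral control wells and 100% = positive control wells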
* hit, by the source's call; ? = inconclusive; · = no result given.

SMILES	CAL PDZ FP-1	Rtt109 HAT inh	MITF TRPM1 HTS	cardiac RTF act	Tat export inh	V-ATPase pH	CAL PDZ FP-2	dFosB act	CDK5 p35 inh	Wnt bcat act
CCN(CC)S(=O)(=O)c1ccc(-c2nnc(SCC(=O)N3CCc4ccccc43)o2)cc1	-0.6	0	-19	0	-2	-3	-1	1	-0.3	·
CSc1nc(-c2cccs2)c(C#N)c(=O)[nH]1	-2.1	-7	·	2	-4	0	-6	-3	-0.3	3
Cc1ccc(-c2csc(NCCn3c(-c4ccncc4)nc4ccccc43)n2)cc1	-0.6	7	-27	7	-8	-2	3	-9	1.8	-4
O=C(NCC(c1ccco1)N1CCN(c2ccc(F)cc2)CC1)c1ccco1 (stereo not given)	-1.5	1	-2	-5	0	-1	-5	3	-1.3	-3
CCCCn1c(Oc2ccc(C(=O)OC)cc2)nc2c1c(=O)n(C)c(=O)n2C	-3.0	·	-3	3	7	-2	-2	-5	0.1	·
c1ccc(OCc2nn3c(Cn4cnc5ccccc54)nnc3s2)cc1	-3.5	2	-13	7	-11	5	-1	-13	1.4	·
O=C(O)CC(=O)Nc1ccccc1	-1.2	0	-7	4	2	-3	0	1	-1.1	·
COc1ccc(CCC(=O)OCC(=O)Nc2c(C)n(C)n(-c3ccccc3)c2=O)cc1	-0.6	-16	6	-3	-3	-1	-2	-4	0.3	0
Cc1ccnc(N2CCN(c3cc(C)c(C#N)c4nc5ccccc5n34)CC2)c1	-0.6	-35	-1	1	-6	8	-2	7	-2.7	-8
Oc1ccc(C[C@H]2CNCCN2CCCCC2CCCCC2)cc1	-2.4	4	0	12	6	-1	-1	0	-1.9	-5
CCCCNS(=O)(=O)c1ccc(OC)c2ncccc12	0.2	-3	-1	-1	3	3	-1	-4	0.2	-4
CCOC(=O)C1=C(C)N(C)C(=O)NC1c1cccc([N+](=O)[O-])c1 (stereo not given)	0.0	-8	-5	-6	0	3	0	-6	-0.6	0
CN1CCN(c2cc(-c3cc(O)c4ncccc4c3)ccn2)CC1	-7.8	-3	-50	6	-8	-1	-1	13	-0.6	16
Cc1ccc(/C=C/C(=O)O)cc1S(=O)(=O)NCCCC(=O)O	·	-5	10	-2	-16	3	-1	-2	-0.3	-2
CC(=O)N/N=C/c1cc(C(C)C)cc(/C=N/NC(C)=O)c1O	-2.2	7	-15	10	0	2	-3	-3	-1.9	-3
CCOC(=O)C1(Cc2cccc(OC)c2)CCN(Cc2cccn2-c2ccccn2)CC1	-0.3	1	-2	8	2	4	-1	-15	-7.9	-1
Cc1cnc(C(=O)N2CCc3c([nH]c4ccccc34)C2c2ccc(F)cc2)cn1 (stereo not given)	-2.7	14	-7	-2	5	2	2	-2	-1.5	-2
Clc1ccc(CSc2snnc2-c2ccccc2)c(Cl)c1	-1.6	·	·	-6	-9	5	1	0	0.6	38*
O=C(NCN1CCN(CCO)CC1)c1cnccn1	-2.9	3	·	8	-7	0	1	3	0.8	-2
CCCc1ccc(C(=O)O/N=C(\N)c2ccccn2)cc1	0.0	3	-72	0	-5	-7	15	-3	15	-9
COc1cc2c(C(=O)N3CCN(Cc4ccc5c(c4)OCO5)CC3)cn(C)c(=O)c2cc1OC	-0.9	5	-5	-4	-4	4	2	-3	-1.1	·
Cc1ccc(SC(C)C(=O)Nc2cccnc2)cc1 (stereo not given)	0.2	5	5	-2	3	0	-4	-9	-3.9	·
Cn1c(=O)c2c(nc(SCC(=O)NC3CCCC3)n2C)n(C)c1=O	-1.4	-7	·	-6	4	-3	7	-2	-1.7	-1
Cc1nc2c(ncn2-c2ccccc2)c(=O)n1NC(=O)CN1CCCCC1	-1.5	-1	-6	0	7	0	2	5	0.5	2
Cc1ccc(S(=O)(=O)c2nc(-c3ccccc3Cl)oc2NCCCN2CCOCC2)cc1	0.0	10	2	-2	-4	-1	·	3	-1.4	-1

Part of the list above in order of number of heavy atoms, smallest number first.
SMILES	CAL PDZ FP-1	Rtt109 HAT inh	MITF TRPM1 HTS	cardiac RTF act	Tat export inh	V-ATPase pH	CAL PDZ FP-2	dFosB act	CDK5 p35 inh	Wnt bcat act
O=C(NCN1CCN(CCO)CC1)c1cnccn1	-2.9	3	·	8	-7	0	1	3	0.8	-2
Clc1ccc(CSc2snnc2-c2ccccc2)c(Cl)c1	-1.6	·	·	-6	-9	5	1	0	0.6	38*
Cc1ccc(/C=C/C(=O)O)cc1S(=O)(=O)NCCCC(=O)O	·	-5	10	-2	-16	3	-1	-2	-0.3	-2
CN1CCN(c2cc(-c3cc(O)c4ncccc4c3)ccn2)CC1	-7.8	-3	-50	6	-8	-1	-1	13	-0.6	16
c1ccc(OCc2nn3c(Cn4cnc5ccccc54)nnc3s2)cc1	-3.5	2	-13	7	-11	5	-1	-13	1.4	·
Cc1nc2c(ncn2-c2ccccc2)c(=O)n1NC(=O)CN1CCCCC1	-1.5	-1	-6	0	7	0	2	5	0.5	2
COc1ccc(CCC(=O)OCC(=O)Nc2c(C)n(C)n(-c3ccccc3)c2=O)cc1	-0.6	-16	6	-3	-3	-1	-2	-4	0.3	0
CCOC(=O)C1(Cc2cccc(OC)c2)CCN(Cc2cccn2-c2ccccn2)CC1	-0.3	1	-2	8	2	4	-1	-15	-7.9	-1

(further entries)
SMILES	CAL PDZ FP-1	Rtt109 HAT inh	MITF TRPM1 HTS	cardiac RTF act	Tat export inh	V-ATPase pH	CAL PDZ FP-2	dFosB act	CDK5 p35 inh	Wnt bcat act
O=S(=O)(c1cccc(-c2nnc(SC(F)F)n2-c2ccccc2)c1)N1CCCCC1	-0.7	-12	-1	0	2	10	6	4	0.5	·
CCc1nc(SCC(=O)NCC2CCCO2)c2c(=O)n(C)c(=O)n(C)c2n1 (stereo not given)	-2.0	-1	-4	1	2	-2	-2	-4	-0.3	2
CN(C)CCCN(Cc1cc2cc3c(cc2[nH]c1=O)OCCO3)C(=O)NC1CCCCC1	-0.3	-1	-4	-1	-4	-1	13	-11	-1.6	-1
CC(Sc1n[nH]c(N)n1)C(=O)C12CC3CC(CC(C3)C1)C2 (stereo not given)	0.5	0	-1	2	-9	0	-4	8	3.4	·
CCc1ccccc1S(=O)(=O)Cc1ccc(C(=O)N2CCN(c3ccccn3)CC2)o1	-1.4	17	-3	-1	2	-2	-2	-13	1.9	-3
Cc1cc(C)cc(OCC(=O)Nc2ccc3c(c2)C(=O)c2ccccc2C3=O)c1	-2.3	·	13	-10	-4	·	-1	2	1.2	0
COc1cc(/C=N/N2C(=O)CSC2=S)cc(Br)c1O	-8.6	14	-17	12	-5	2	53*	8	4.7	0
CC(=O)c1c(C)n([O-])c2ccccc2[n+]1=O	-0.6	0	-2	4	19	-3	·	-4	-3.0	2
Nc1nc(CN2CCN(c3ccccn3)CC2)nc(Nc2ccc(Cl)cc2)n1	-0.9	5	-24	-5	-4	3	-3	-10	·	-1
CCOC(=O)N1CCN(C(=O)C2CCCN(S(=O)(=O)c3cc(C)ccc3OC)C2)CC1 (stereo not given)	-3.7	1	-1	-4	-7	-1	-5	-2	2.3	-3
O=C(NCCc1ccc(C(F)(F)F)cc1)C1CCC(=O)N(C2CC2)C1 (stereo not given)	-1.9	7	5	2	1	4	-3	-4	2.7	-1
COc1ccc(SCCC(=O)NCc2ccncc2)cc1	-0.6	-7	·	-10	1	1	-6	-8	2.1	0
CN(C)c1ccc(NC(=O)CN2CCC(NC(=O)C3CCCCC3)CC2)cc1	-0.8	15	-12	-2	4	-4	·	3	1.2	-1
O=C(Nc1cc(C(F)(F)F)ccc1Cl)C(Sc1n[nH]c(=O)[nH]c1=O)c1ccccc1 (stereo not given)	-0.1	1	-6	-1	-1	0	-3	-16	-2.8	-1
CC(/C=N/NC(=O)CNc1n[nH]c(=O)[nH]c1=O)c1ccccc1 (stereo not given)	0.5	4	3	-3	5	-1	9	-5	-0.4	1
Cc1cc(Cl)ccc1NC(=S)N1CCN(C(=O)C2CCCO2)CC1 (stereo not given)	-0.5	8	0	1	-9	-2	-3	5	-1.7	·
Cc1cc2c(cc1C)/C(=C\C(N)=O)NC(C)(C)C2	0.1	-14	4	0	-3	1	·	5	0.2	·
COc1cc2c(cc1OC)/C(=C/C#N)NC(C)(C)C2	-0.8	8	-9	2	3	0	-3	4	0.2	·
Cc1ccc(/C=N/N2C(=O)c3ccccc3NC2c2ccc(C)cc2)cc1 (stereo not given)	-0.2	-15	?	-6	-1	0	3	-8	·	19
CS(=O)(=O)N1CCC(Oc2ccccc2C(=O)N2CCN(CC3CC3)CC2)CC1	0.2	5	-5	3	1	2	·	-1	-3.4	0
CS(=O)(=O)N(CC(=O)NCCSCc1c(F)cccc1Cl)c1cccc([N+](=O)[O-])c1	0.1	38	0	8	-4	2	-2	-4	-1.3	1
O=C(Cc1cccc(NC(=O)C2CCCN(C(=O)c3ccccc3)C2)c1)Nc1ccc(C(=O)N2CCCCC2)cc1 (stereo not given)	-0.8	-1	-3	-6	0	0	-7	-3	-4.3	-2
CCCC(=O)OCC(=O)NC1CCCc2ccccc21 (stereo not given)	-0.2	5	-12	-5	3	2	-3	9	1.5	1
CCOc1cc(/C=N/NC(=O)c2ccncc2)ccc1OC(=O)c1ccco1	-1.2	-2	0	-5	11	-5	-7	-17	-0.1	1
COc1ccc(C(=O)OCC(=O)C(C)(C)C)cc1S(=O)(=O)N(C)CCc1cccnc1	-0.9	-6	-10	0	-3	-3	3	0	-0.3	1
Cn1nc(-c2ccc(Cl)cc2)c2cc(C(=O)N3CCN(c4ccccn4)CC3)sc21	-0.9	-4	-35	7	1	3	0	-6	-3.3	-2
